Yeast tox = Inhibitors of S. cerevisiae growth, toxicity; 0.3% of 30,000 active; growth inhibition, % at 25 µM (by protocol); S. cerevisiae wild-type growth, A595 turbidity, 16 h;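 active = mutant and wild-type yeast strains alike exhibit over 30% growth inhibition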;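 also: 0% = untreated cell controls and 100% = YPD media blanks without cells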
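System – wild-type and eIF2Bepsilon-R284H mutant S. cerevisiae, screened separately · Measured by – absorbance at 595 nm (turbidity) · Timing – 16 h compound exposure during growth at 30 °C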
eIF2B yeast act = eIF2B (yeast) activity modulation; inhibition, % at 25 µM (by protocol); 0.91% of 27,000 active; S. cerevisiae eIF2B-epsilon R284H, GCN4-lacZ luminescence;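 active = mutant luminescence inhibited past about 50% while wild type luminescence and mutant growth stay under set limits, limit read from the data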; also: some compounds called inactive have numbers as strong as hits
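material = yeast eIF2B-epsilon R284H mutant carrying GCN4–beta-galactosidase fusion | schedule = 16 h growth with compound at 30 °C, 90 min Beta-Glo step | measured by = luminescence and A595 | compound dosing = one concentration, 25 µM, 0.25% DMSO | read-out basis = % inhibition of reporter signal and growth versus controls | buffer or medium = YPD medium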
Yeast tox inhibition % = recorded beside Yeast tox, whose call it bears; growth inhibition, %; S. cerevisiae eIF2Bepsilon-R284H mutant growth, A595 turbidity, 16 h;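 each compound tested once at 25 µM; 0% equals untreated cells and 100% equals cell-free medium blanks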
eIF2B yeast act mutant toxicity = further read-out of eIF2B yeast act, marked with its call; growth inhibition, %; measured here: mutant yeast growth, toxicity;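 each compound tested once at 25 µM; zero equals untreated control growth and 100 equals blank medium absorbance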
An asterisk follows results filed as active; / = no result given. An excerpt. The share of hits here may be higher or lower than overall.

SMILES	Yeast tox	Yeast tox inhibition %	eIF2B yeast act	eIF2B yeast act mutant toxicity
CCOC(=O)N1CCN(CC(=O)c2c[nH]c3ccc(F)cc23)CC1	-27	-5	-3	-5
CC(NC(=O)Cc1ccsc1)c1ccc(S(N)(=O)=O)cc1 (stereo not drawn)	4	3	1	3
Cn1nnc2cc(NC(=O)N3CCN(c4ccccn4)CC3)ccc21	13	8	9	8
COc1ccc(NC(=O)Cn2cc(C(=O)c3ccco3)c3ccccc32)cc1	-9	0	21	/
O=c1cc(CSc2nnc(-c3ccco3)o2)c2ccccc2[nH]1	28	12	21	12
NC(=O)COc1c(-c2ccccc2)oc2ccccc2c1=O	16	-7	/	/
CC1CCCN(S(=O)(=O)c2ccc(C(=O)Nc3nnc(-c4ccccc4Cl)o3)cc2)C1 (stereo not drawn)	-3	12	7	12
COc1cc2nc(COc3ccc(C#N)cc3)n(CC#N)c(=O)c2cc1OC	-20	5	25	5
C=CCn1c(C)c(C(C)=O)c(SC)nc1=S	10	-5	24	-5
O=C(CN1C(=O)C2CC=CCC2C1=O)NCC1COc2ccccc2O1 (stereo not drawn)	19	0	-53	/
O=C(OCC#CCSc1nnc(-c2cccc3ccccc23)o1)c1cccs1	-3	11	6	11
COc1ccc(-c2cc(C(F)(F)F)nc(-n3cncn3)n2)cc1	22	5	/	/
O=c1nc(-c2ccccc2)cc(C(F)(F)F)[nH]1	-11	-38	20	-38
CCOC(=O)c1ccc2c(c1)nc(C1CCN(S(=O)(=O)c3cccs3)CC1)n2CC	2	16	-5	16
Cn1nnnc1SCC(=O)N1CCN(c2ccc(Cl)cc2)CC1	6	-4	26	-4

A second format for 3 compounds above.
COc1ccc(NC(=O)Cn2cc(C(=O)c3ccco3)c3ccccc32)cc1
  Yeast tox = -9	Yeast tox inhibition % = 0	eIF2B yeast act = 21	eIF2B yeast act mutant toxicity = /

O=c1cc(CSc2nnc(-c3ccco3)o2)c2ccccc2[nH]1
  Yeast tox = 28	Yeast tox inhibition % = 12	eIF2B yeast act = 21	eIF2B yeast act mutant toxicity = 12

NC(=O)COc1c(-c2ccccc2)oc2ccccc2c1=O
  Yeast tox = 16	Yeast tox inhibition % = -7	eIF2B yeast act = /	eIF2B yeast act mutant toxicity = /

Later entries.
SMILES	Yeast tox	Yeast tox inhibition %	eIF2B yeast act	eIF2B yeast act mutant toxicity
Cc1oc2c(c(=O)c1C)C(=O)CC(c1ccccc1)C2 (stereo not drawn)	11	-5	-44	-5
COC(=O)c1ccccc1NC(=O)c1ccc(-c2ccccc2F)o1	-16	7	/	/
O=C(NCCN1CCOCC1)C1CCN(c2nc3ccccc3o2)CC1	3	5	2	5
COc1ccccc1NS(=O)(=O)c1ccc(OC)c(OC)c1	22	0	-4	/
NC(=O)c1ccsc1NC(=O)COC(=O)Cc1cccc2ccccc12	3	-5	3	-5
O=C(c1ccc(N2CCNCC2)cc1)c1cccnc1	-1	-4	9	-4
CCOc1ccc(N=c2scc(-c3ccc(OC)cc3)n2CCO)cc1	-40	0	-28	/
Cc1nn(-c2ccccc2)c2nc(-c3ccncc3)cc(C(=O)NCc3ccco3)c12	-35	-14	28	-14
CCOC(=O)CSc1ncnc2c1nnn2-c1ccc(F)cc1	1	0	-22	/
COCc1cc(=O)n2[nH]c(C(F)(F)F)nc2n1	6	-25	22	-25
Cc1nc(SCC(=O)NC(=O)NCc2ccccc2)nc(C)c1C	8	15	/	/
CC(C(=O)NCc1cccs1)n1cccc1 (stereo not drawn)	8	-9	20	-9
Cc1cc(Br)c2c(c1)=C(c1sc(N3CCCCCC3)nc1O)C(=O)N=2	-23	-21	-15	-21
O=C1[C@@H]2CSCN2C(=O)CN1CCc1cccc(F)c1	12	40	-16	40
Fc1ccc(CSc2nncn2NCc2ccccc2)cc1	/	/	10	/
COc1ccc(N2CCN(Cc3nc4c(c(=O)n(C)c(=O)n4C)n3CC(C)=O)CC2)cc1	8	-17	-17	-17
CCOC(=O)N1CCN(C(=O)Nc2sc3nc4n(c(=O)c3c2C)CCC(C)CC4)CC1 (stereo not drawn)	4	22	13	22
Cc1ccc(CSc2nnc(-c3ccco3)o2)cc1	25	18	-6	18
CCCc1nc2oc3cc(OC)ccc3c(=O)c2c(=O)n1Cc1ccco1	13	0	-4	/
CCOC(=O)c1c(CN(CC)CC)oc2ccc(OC)cc12	-15	-10	4	-10
CCn1cc(Br)c(-c2nc3ccccc3c(=O)n2N)n1	8	-10	13	-10
CCOC(=O)c1cc2sc(C)cc2n1CCCN1C(=O)c2ccccc2C1=O	9	-9	-21	-9
NS(=O)(=O)c1ccc(NC(=O)C2CCCN(S(=O)(=O)c3ccc(F)cc3)C2)cc1 (stereo not drawn)	17	0	16	/
Cc1c(C(=O)Nc2ccc(Oc3ccccc3)cc2)sc2nc3n(c(=O)c12)CCC3	5	5	-32	5
CN(C(=O)CCN1C(=O)C(C)(C)Nc2ccccc21)c1ccccc1	/	/	11	/
CC(=O)CSc1nnc(-c2cnccn2)n1-c1ccccc1	4	5	0	5
COc1cc(OC)cc(C(=O)NCCOc2ccccc2)c1	5	11	/	/
CCC(C)[C@H](NC(=O)N1CCN(c2cccc(C(F)(F)F)c2)CC1)C(=O)OC (stereo partly drawn)	13	-5	15	-5
Fc1ccc(CSc2nnc(Cc3sc(-c4ccccc4)nc3-c3ccccc3)o2)cc1	9	13	24	13
COc1ccc(/C=C/c2ccncc2)cc1OC	6	0	/	/
CC(C)(C)NC(=O)CN(C(=O)CNS(=O)(=O)c1ccccc1)c1ccc2c(c1)OCCO2	12	11	/	/
CN1/C(=C/C2CC(=O)N(c3cccc4ccccc34)C2=O)C(C)(C)c2ccccc21 (stereo not drawn)	16	10	14	10
CCCC12CN3CC(C)(CN(C1)C3c1ccc(OC)cc1)C2=O (stereo not drawn)	-6	-10	1	-10
CC1(C)CC(=O)C2=C(C1)Nc1ccccc1NC2c1ccc2c(c1)OCO2 (stereo not drawn)	9	17	-5	17
CCN(CC)CC(C(=O)N(CC)CC)P(=O)(c1ccccc1)c1ccccc1 (stereo not drawn)	16	11	9	11
CC(C)(Oc1cccc2ccccc12)C(=O)O	0	13	4	13
Cc1cc(C)cc(N(C(=O)C2CCCC2)C2C=CS(=O)(=O)C2)c1 (stereo not drawn)	16	11	27	11
COc1ccccc1-c1nc(S(=O)(=O)c2ccc(Cl)cc2)c(N(C)C)o1	/	/	16	/
CCN1CCN(C(=O)c2nn(-c3ccccc3)c(=O)c3ccccc23)CC1	18	-19	-3	-19
Cn1c(SCc2cccc3ccccc23)nnc1-c1ccco1	/	/	-49	/
CC(C)(C)OC(=O)N[C@@H](Cc1c[nH]c2ccccc12)c1nnc(SCC(N)=O)o1	1	2	-20	2
ON1C(c2ccc(Cl)cc2Cl)N(O)[C@H]2CCCC[C@H]21 (stereo partly drawn)	11	-19	32	-19
O=C(c1ccco1)c1nc2c(n1O)CCCCC2	17	14	33	14
COc1ccc2[nH]c(=O)c(CN(C(=O)C3CCCO3)c3ccc(C)cc3)cc2c1 (stereo not drawn)	19	22	14	22
O=C(Nc1ccccc1)N(CCc1nc2ccccc2[nH]1)C1CCCC1	12	5	10	5
COc1cc(C)nc(N2CCCC(C(=O)Nc3cccc(Cl)c3Cl)C2)n1 (stereo not drawn)	-16	-48	20	-48
Cn1cccc1-c1cc(C(=O)O)[nH]n1	5	-4	-16	-4
CCCc1nc(N)nc2c1C(=O)CC(C)(C)C2	1	-9	17	-9
CCC(=O)Nc1ccc(-c2nn3c(C)nnc3s2)cc1C	-3	-10	21	-10
O=C(Nc1ccc2c(c1)OCO2)C1CC(c2ccc(F)cc2)=NO1 (stereo not drawn)	-12	5	19	5
O=S(=O)(NCC1CCCO1)c1ccc2c(c1)OCCO2 (stereo not drawn)	38	-18	/	/
Cc1ccc(-n2c(Cc3cccs3)nnc2SCC(=O)Nc2ccc(F)c(F)c2)cc1	1	3	/	/
Cc1nn(C(C)c2n[nH]c(=S)n2-c2ccc(F)cc2)c(C)c1[N+](=O)[O-] (stereo not drawn)	6	-10	-8	-10
COc1ccc(S(=O)(=O)N2CCC(NC(=O)Nc3ccc(C)cc3)CC2)cc1	/	/	4	/
COc1ccc(C2/C(=C(\O)c3cccc(OC)c3)C(=O)C(=O)N2c2ccccn2)cc1 (stereo not drawn)	-35	5	-5	5
O=C(NCCCN1CCOCC1)c1ccc2c(=O)n(CCc3ccccc3)c(=O)[nH]c2c1	3	20	/	/
COC(=O)c1ccc(-c2ccco2)n1Cc1cc(C)ccc1C	-8	7	/	/
CCOC(=O)c1cc(-c2ccco2)nc2c1c(C)nn2-c1ccccc1	20	-14	16	-14
O=C(CN(C(=O)Cn1nnc(-c2cccs2)n1)c1ccc2c(c1)OCCO2)NCc1ccccc1	4	-9	37	-9
CCc1ccccc1NC(=O)N[C@H](C(=O)O)C(C)CC (stereo partly drawn)	-10	5	8	5

Part of the list above, with bars between the fields:
structure | Yeast tox | Yeast tox inhibition % | eIF2B yeast act | eIF2B yeast act mutant toxicity
Cn1c(SCc2cccc3ccccc23)nnc1-c1ccco1 | / | / | -49 | /
CC(C)(C)OC(=O)N[C@@H](Cc1c[nH]c2ccccc12)c1nnc(SCC(N)=O)o1 | 1 | 2 | -20 | 2
ON1C(c2ccc(Cl)cc2Cl)N(O)[C@H]2CCCC[C@H]21 (stereo partly drawn) | 11 | -19 | 32 | -19
O=C(c1ccco1)c1nc2c(n1O)CCCCC2 | 17 | 14 | 33 | 14
COc1ccc2[nH]c(=O)c(CN(C(=O)C3CCCO3)c3ccc(C)cc3)cc2c1 (stereo not drawn) | 19 | 22 | 14 | 22
O=C(Nc1ccccc1)N(CCc1nc2ccccc2[nH]1)C1CCCC1 | 12 | 5 | 10 | 5
COc1cc(C)nc(N2CCCC(C(=O)Nc3cccc(Cl)c3Cl)C2)n1 (stereo not drawn) | -16 | -48 | 20 | -48
Cn1cccc1-c1cc(C(=O)O)[nH]n1 | 5 | -4 | -16 | -4
CCCc1nc(N)nc2c1C(=O)CC(C)(C)C2 | 1 | -9 | 17 | -9
CCC(=O)Nc1ccc(-c2nn3c(C)nnc3s2)cc1C | -3 | -10 | 21 | -10
O=C(Nc1ccc2c(c1)OCO2)C1CC(c2ccc(F)cc2)=NO1 (stereo not drawn) | -12 | 5 | 19 | 5
O=S(=O)(NCC1CCCO1)c1ccc2c(c1)OCCO2 (stereo not drawn) | 38 | -18 | / | /
Cc1ccc(-n2c(Cc3cccs3)nnc2SCC(=O)Nc2ccc(F)c(F)c2)cc1 | 1 | 3 | / | /
Cc1nn(C(C)c2n[nH]c(=S)n2-c2ccc(F)cc2)c(C)c1[N+](=O)[O-] (stereo not drawn) | 6 | -10 | -8 | -10
COc1ccc(S(=O)(=O)N2CCC(NC(=O)Nc3ccc(C)cc3)CC2)cc1 | / | / | 4 | /
COc1ccc(C2/C(=C(\O)c3cccc(OC)c3)C(=O)C(=O)N2c2ccccn2)cc1 (stereo not drawn) | -35 | 5 | -5 | 5
O=C(NCCCN1CCOCC1)c1ccc2c(=O)n(CCc3ccccc3)c(=O)[nH]c2c1 | 3 | 20 | / | /
COC(=O)c1ccc(-c2ccco2)n1Cc1cc(C)ccc1C | -8 | 7 | / | /

Additional compounds follow.
SMILES	Yeast tox	Yeast tox inhibition %	eIF2B yeast act	eIF2B yeast act mutant toxicity
COc1cc(/C=C2/C(=O)N=C(N)N2C)cc(OC)c1OC	16	23	30	23
N#C/C(C(N)=O)=C1/CCc2ccccc2N1	30	26	9	26
COc1ccccc1-c1ccc(=O)n(CC(=O)Nc2ccc(C(=O)N3CCCC3)cc2)n1	18	0	23	/
O=C1CCCC2=C1C1(O)C(=O)c3ccccc3C1(O)O2 (stereo not drawn)	37	-14	28	-14
Cc1ccc(-c2nnc(SCC(C)C)n2C)cc1	-15	5	-30	5
O=C(CC12CC3CC(CC(C3)C1)C2)NCCN1CCOCC1	6	0	-2	/
Cc1ccc(-n2c(SCC(=O)Nc3ccc4c(c3)OCCO4)nnc2-c2ccco2)cc1	8	-50	11	-50
CC(C)NC(=O)c1cc(-n2cnnc2)ccc1Cl	14	17	-6	17
O=c1[nH]c2cc3c(cc2cc1C(c1nnnn1CC1CCCO1)N1CCCCCC1)OCCO3 (stereo not drawn)	9	7	/	/
N#CC1=C(SCc2ccccc2)NC(=O)CC1c1ccco1 (stereo not drawn)	-6	-21	-20	-21
CC1(C)CC(=O)c2c(oc3cc(O)c(O)cc23)C1	17	11	21	11
O=C(c1ccc(-c2nnc(Nc3ccccc3)c3ccccc23)cc1)N1C[C@H]2C[C@H](C1)c1cccc(=O)n1C2	-1	0	/	/
CCOC(=O)c1[nH]c2ccccc2c1NC(=O)c1ccc(Br)o1	-38	-4	2	-4
COc1ccc(OC)c(-n2nnnc2SCC(=O)O)c1	15	6	15	6
COC(=O)C1CCN(C(=O)Cc2ccc(OC)c(OC)c2)CC1	9	-5	-37	-5
CC(=O)c1c(C)[nH]c(C(=O)Nc2ccc3c(c2)OCCO3)c1C	7	3	34	3
CCSc1nnc(NC(=O)c2csc3c2CCCC3)s1	/	/	-3	/

High-throughput results (PubChem BioAssay)
